TMEM16A act: TMEM16A chloride channel activators or potentiators, primary screen, cell-based, HTS | Anoctamin-1 (Mus musculus), Q8BHY3 | HEK293 TMEM16A/YFP-H148Q/I152L, iodide quench fluorescence; stronger effect = lower value | B-score at 10 µM | hit rate 0.3% among 340,000 | AID 623877, 2012;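 active means fluorescence-ratio B-score plate-corrected deviation score at least 3 library SD below zero, with starting fluorescence score within 5 deviations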;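 further: channel opened by trigger with iodide after compound preincubation; score built on the fluorescence ratio of max minus min over baseline; more negative score means more quench and so TMEM16A activation or potentiation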
hERG protect: hERG rescue from dofetilide block, primary screen, cell-based, CHO-hERG, FluxOR thallium flux, dofetilide IC70 | Voltage-gated inwardly rectifying potassium channel KCNH2 (Homo sapiens), Q12809 | dofetilide IC70 present | activation (rescue from dofetilide block), less the hit threshold, % at 10 µM | hit rate 0.51% among 310,000;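 active means activation above the mean of controls blocked by dofetilide plus 5 SD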;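 further: thallium influx through hERG after potassium depolarization seen as dye fluorescence rise; in these data hits start at about 4.7%; inactives centre near -7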
KCNQ1 inh: inhibitors of human KCNQ1 channel, primary screen, cell-based, thallium flux, high-throughput; B-score at 10 µM; Potassium voltage-gated channel subfamily KQT member 1 (Homo sapiens), P51787; CHO-K1 KCNQ1, FluxOR thallium flux fluorescence; stronger effect = higher value; hit rate 1.3% among 310,000;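 active means compounds whose thallium flux B-score, printed positive for inhibition, exceeds three library SD while starting fluorescence stays within three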;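 further: channel opened by potassium depolarization with thallium stimulus after 20 min compound exposure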
RGS4 pot: RGS4 potentiators or activators, primary screen, cell-based, HEK293 M3R inducible RGS4, calcium flux. carbachol calcium flux Fluo4; stronger effect = lower value. hit rate 0.92% among 310,000. B-score at 10 µM. AID 463111, 2010;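 active means B-score of the integrated calcium signal more than 4 SD below the library mean, with starting fluorescence not abnormally high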;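 further: negative B-score means reduced calcium response which marks RGS4 activation or potentiation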
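System: HEK293 FlpIn-TREx cells, stable M3R, doxycycline-inducible RGS4. Timing: overnight RGS4 induction, 30 min dye load 37 °C, 20 min compound RT. Also added: carbachol, ECmax concentration. Measured by: Fluo4 fluorescence kinetic imaging of calcium. Evaluation: integrated calcium ratio converted to B score.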
HDAC3 inh: HDAC3 deacetylase inhibitors, primary screen, biochemical, fluorescence, cell-free homogeneous; Histone deacetylase 3 (Homo sapiens), O15379; recombinant HDAC3, fluorogenic peptide/trypsin coupled; inhibition, % at 8.3 µM; hit rate 0.15% among 320,000; AID 2718, 2010; in the data active means inhibition above about 26%, passing the limit was not always enough; inconclusive means no clear call, values can overlap the other calls
SKKanGAS inh: S. pyogenes SKKanGAS growth inhibitors in kanamycin, primary screen, streptokinase expression inhibitor project, SKKanGAS strain, BacTiter-Glo luminescence | 6 h | inhibition, % at 7.5 µM | hit rate 1.3% among 300,000 | AID 1662, 2009;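 active means mean replicate score, as percent of positive control median, at least 50; inconclusive means mean below 50 but one replicate at or above 50; inactive means mean and every replicate below 50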;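 further: strain carries kanamycin resistance gene driven by streptokinase promoter and grows in 40 µg/ml kanamycin; loss of luminescence reflects streptokinase promoter inhibition or plain growth inhibition; 0% = median of DMSO wells and 100% = positive control at its reference dose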
KCNK3 block: human KCNK3 channel inhibitors, primary screen, CHO cells, FluxOR thallium flux, B-score. Potassium channel subfamily K member 3 (Homo sapiens), O14649. FluxOR fluorescence; stronger effect = lower value. B-score at 10 µM. hit rate 0.84% among 340,000. AID 602410, 2012;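 active means B-score under library mean minus 4 SD, starting fluorescence ratio at most library mean plus 5 SD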;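 further: more negative B-score means stronger inhibition of thallium flux through KCNK3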
Target sequence (O14649 whole entry, looked up): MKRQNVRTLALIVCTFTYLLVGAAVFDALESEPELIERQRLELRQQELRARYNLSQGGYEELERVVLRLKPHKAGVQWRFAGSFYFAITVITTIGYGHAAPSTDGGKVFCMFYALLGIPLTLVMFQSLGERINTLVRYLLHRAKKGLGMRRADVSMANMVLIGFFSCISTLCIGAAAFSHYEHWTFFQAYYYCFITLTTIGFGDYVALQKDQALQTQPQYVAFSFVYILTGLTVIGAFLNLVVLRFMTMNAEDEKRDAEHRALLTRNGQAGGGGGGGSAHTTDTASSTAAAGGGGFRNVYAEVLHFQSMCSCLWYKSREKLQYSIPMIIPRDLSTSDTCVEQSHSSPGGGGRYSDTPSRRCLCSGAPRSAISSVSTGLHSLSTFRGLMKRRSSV
KCNK9 block: KCNK9 potassium channel inhibitors, primary screen, HEK293 cells, thallium flux; AID 488922, 2010; hit rate 1.2% among 310,000; Potassium channel subfamily K member 9 (Homo sapiens), Q9NPC2; FluxOR thallium flux fluorescence; stronger effect = lower value; B-score at 10 µM;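 active means ratio B-score over 3 SD below the library mean, with starting fluorescence within 5 SD of its mean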;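 further: negative B-score means less thallium flux so channel inhibition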
Target sequence (Q9NPC2 whole entry, looked up): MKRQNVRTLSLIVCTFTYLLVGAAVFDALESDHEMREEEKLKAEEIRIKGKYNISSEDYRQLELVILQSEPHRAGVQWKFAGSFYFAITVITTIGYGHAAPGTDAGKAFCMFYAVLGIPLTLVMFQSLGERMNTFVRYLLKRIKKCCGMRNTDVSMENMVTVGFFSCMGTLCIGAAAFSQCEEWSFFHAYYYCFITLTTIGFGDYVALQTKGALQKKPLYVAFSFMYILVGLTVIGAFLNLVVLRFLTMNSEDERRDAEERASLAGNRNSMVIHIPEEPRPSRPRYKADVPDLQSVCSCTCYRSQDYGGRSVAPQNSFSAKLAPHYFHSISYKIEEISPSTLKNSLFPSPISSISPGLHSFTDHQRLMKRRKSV
ANO1 block: TMEM16A chloride channel inhibitors, primary screen, cell-based, HTS. HEK293 TMEM16A/YFP iodide influx fluorescence, ionomycin. hit rate 1.2% among 310,000. Anoctamin-1 (Mus musculus), Q8BHY3. normalized B-score (activity score, 25-100; higher = stronger inhibition) at 10 µM;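 active means ratio plate-corrected score three or more library SD toward inhibition, starting fluorescence score within five deviations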;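 further: score derived from kinetic fluorescence span divided by baseline fluorescence per well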
RGS4 inh: RGS4 inhibitors, primary screen, cell-based, HEK293 M3R inducible RGS4, calcium flux | hit rate 0.45% among 310,000 | Fluo-4 calcium flux; stronger effect = higher value; triggered by carbachol at its EC20 | AID 463165, 2010 | B-score at 10 µM | Regulator of G-protein signaling 4 (Homo sapiens), P49798;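 active means B-score, a plate-corrected calcium signal, over three deviations above library mean, with baseline fluorescence within five deviations of library mean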;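 further: RGS4 expression induced by doxycycline in cells with stable M3 receptor; B-score is computed from the integrated fluorescence ratio over baseline after carbachol; higher B-score means a larger calcium signal and so more RGS4 inhibition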
Target sequence (P49798 whole entry, looked up): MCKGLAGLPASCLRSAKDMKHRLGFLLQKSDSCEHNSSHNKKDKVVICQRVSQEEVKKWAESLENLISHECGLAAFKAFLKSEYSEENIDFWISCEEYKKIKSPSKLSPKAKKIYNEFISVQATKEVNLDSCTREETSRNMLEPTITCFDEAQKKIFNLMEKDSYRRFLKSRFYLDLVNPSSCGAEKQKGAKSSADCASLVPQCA
KCNQ1 act: potentiators or activators of KCNQ1 channel, primary screen, cell-based, thallium flux, high-throughput; hit rate 0.35% among 310,000; CHO-K1 KCNQ1, thallium flux FluxOR fluorescence; stronger effect = higher value; B-score at 10 µM; AID 2648, 2010; Potassium voltage-gated channel subfamily KQT member 1 (Homo sapiens), P51787;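 active means fluorescence ratio B-score, a plate-corrected score, at least three library SD, with initial intensity B-score within 5 SD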
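Assay system: stable KCNQ1 CHO-K1 line; medium: assay buffer, equal DMSO in all wells; timing: 90 min dye loading and 20 min compound exposure, both at room temperature; technique: kinetic FluxOR thallium fluorescence, 10-s 1-Hz baseline, 110-s post-stimulus read; read-out basis: B score of baseline-normalized fluorescence ratio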
* = called active by the depositor; i = inactive; ? = inconclusive; . = no result given.

SMILES	TMEM16A act	hERG protect	KCNQ1 inh	RGS4 pot	HDAC3 inh	SKKanGAS inh	KCNK3 block	KCNK9 block	ANO1 block	RGS4 inh	KCNQ1 act
COc1cccc(CN2C(=NC(=O)CCC3CCCC3)SC3CS(=O)(=O)CC32)c1 (stereo not given)	i	-8.2	i	i	5.4	-6.1	i	i	i	i	i
c1ccc(CNc2nc(-c3cccnc3)cs2)cc1	i	-6.9	i	i	-2.2	-1.5	i	i	i	i	i
COc1ccc(NC(=O)c2ccc(C)cc2)cc1	i	-5.7	i	i	-0.5	0.9	i	i	i	i	i
Cc1ccc(S(=O)(=O)Nc2cc3c(cc2N2CCOCC2)n(C)c(=O)c(=O)n3C)cc1	i	-7.4	i	i	-2.0	-3.1	i	i	i	i	i
C=CCn1cc(C(=O)c2cc(Br)ccc2O)cc(C#N)c1=O	i	-10.5	i	i	3.2	4.2	i	i	i	i	i
O=C(NCCCn1ccnc1)/C(=C\c1ccco1)NC(=O)c1ccco1	i	-6.6	i	i	18.5	-6.2	i	i	i	i	i
COc1ccc(C2(O)CCN(C(=O)c3c(F)cccc3F)CC2)cc1	i	3.2	i	i	1.7	1.5	i	i	i	i	i
NC(=O)c1ccc(/C=N/O)nc1	i	-9.6	i	i	-2.3	5.7	i	i	i	i	i
O=C(C(=O)N1CCN(c2ccccc2)CC1)c1cn(CC(=O)N2CCCCCC2)c2ccccc12	i	-5.0	i	i	0.1	8.3	i	i	i	i	i
Cc1ccc(/C=C(\CCC(=O)O)c2nc3ccccc3s2)cc1[N+](=O)[O-]	i	-6.6	i	i	5.0	-0.7	i	i	i	i	i
COc1ccc(NC(=O)Nc2cccs2)cc1Cl	i	-18.4	i	i	2.8	7.4	i	i	i	i	i
Cc1cc(N2C(=O)CC(Cc3ccc(Cl)cc3)C2=O)no1 (stereo not given)	i	-9.4	i	i	-12.4	-2.6	i	i	i	i	i
COc1cc(C(=O)NCC(=O)N/N=C/c2c(C)[nH]c3ccccc23)cc(OC)c1OC	i	-9.0	i	i	-0.1	-1.6	i	i	i	i	i
CCOC(=O)C1=C(CC)Nc2ccccc2N=C1NC(=O)CCN1C(=O)C2CCCCC2C1=O (stereo not given)	i	-3.9	i	i	-0.7	1.3	i	i	i	i	i
Cc1ccc([N+](=O)[O-])cc1S(=O)(=O)N1CCCC1	i	-5.1	i	i	2.4	3.2	i	i	i	i	i
Cc1ccc(N2C(=O)C(CC(=O)Nc3cccc(F)c3)N(CCc3ccncc3)C2=O)cc1 (stereo not given)	i	-16.5	i	i	2.4	-15.5	i	i	i	i	i
CCOC(=O)N1N=C(C)CC1(O)c1ccccc1 (stereo not given)	i	-5.2	i	i	-7.1	-10.9	i	i	i	i	i
CCn1c(=O)n(CC)c2cc(S(=O)(=O)NCCOc3ccccc3)c(C)cc21	i	-8.6	i	i	-7.7	-10.7	i	i	i	i	i
CCOC(=O)N1CCN(CCC(=O)Nc2ccc(OC)cc2)CC1	i	-11.6	i	i	-4.3	5.1	i	i	i	i	i
COc1ccccc1NS(=O)(=O)c1cccc(C(=O)NCC(c2ccc(F)cc2)N2CCOCC2)c1 (stereo not given)	i	-18.4	i	i	-1.4	0.4	i	i	i	i	i
O=C(COc1nnnc2ccccc12)N1CCCc2ccccc21	i	-16.0	i	i	0.1	-13.5	i	i	i	i	i
Cc1ccc(S(=O)(=O)NCCCCC(NC(=O)OC(C)(C)C)C(=O)O)cc1 (stereo not given) (tested in a mixture with another compound)	i	-9.5	i	i	2.2	-4.8	i	i	i	i	i
CC(CNC(=O)c1ccc2c(c1)OCO2)c1ccc([N+](=O)[O-])cc1 (stereo not given)	i	-12.8	i	i	5.4	2.1	i	i	i	i	i
[O-][n+]1c2c(nc3c1-c1ccccc1C3O)CCCC2 (stereo not given)	.	-21.2	i	i	0.4	7.6	.	i	i	i	i
COc1cc(NC(=O)c2cccc(F)c2)cc(OC)c1OC	i	-8.0	i	i	2.9	1.3	i	i	i	i	i
COC(=O)c1ccc(N(CC(=O)NC2CCCC2)C(=O)CNC(=O)c2cccs2)cc1	i	-1.6	i	i	3.8	1.2	i	i	i	i	i
O=C(Nc1ccccc1C(=O)N/N=C/c1ccncc1)c1ccccc1	i	-10.1	i	i	1.7	31.6	i	i	i	i	i
CCC(C(=O)N1CCc2cc(OC)c(OC)cc2C1)c1ccccc1 (stereo not given)	i	-4.8	i	i	-6.0	-4.2	i	i	i	i	i
COc1cc(OC)c(-c2nnc3n(CCc4ccccc4)c(=O)c4ccccc4n23)cc1OC	.	-15.0	i	i	-3.9	5.1	.	i	i	i	i
CCOC(=O)c1cc2c(=O)n3ccccc3nc2n(C)c1=NC(=O)c1c(-c2c(F)cccc2Cl)noc1C	i	-10.6	i	i	-13.5	-2.8	i	i	i	i	i
CC1CCN(c2c(NCc3ccc(C(=O)N4CCc5ccccc54)cc3)c(=O)c2=O)CC1	i	-10.2	i	i	-10.9	7.8	i	i	i	i	i
COc1cc(C=O)ccc1OC(=O)Nc1ccccc1	i	-8.2	i	i	-6.9	-0.4	i	i	i	i	i
Cn1c(CN2CCOCC2)nnc1SCC(N)=O	i	-3.8	i	i	0.5	2.8	i	i	i	i	i
Cc1ccc(NS(=O)(=O)c2c(C(=O)N3CCCCCC3)c(C)n(C)c2C)c(Cl)c1	i	-7.2	i	i	-10.6	-6.3	i	i	i	i	i
C[C@@H](C(=O)NCC1CCCO1)N1C(=O)N2CCc3c([nH]c4ccccc34)[C@@]2(C)C1=O (stereo not given in full)	i	-7.1	i	i	-4.3	-0.8	i	i	i	i	i
S=C(c1ccc2c(c1)OCO2)N1CCOCC1	i	-2.5	i	i	-2.0	17.1	i	i	i	i	i
O=C(CCCN1C(=O)/C(=C/c2ccccc2Cl)SC1=S)NNC(=O)c1ccccc1Cl	i	-2.0	i	i	4.5	14.2	i	i	i	i	i
Cc1[nH]c2ccccc2c1/C=C(\C#N)C(=O)NC(C)c1ccccc1 (stereo not given)	i	-6.3	i	i	3.2	-4.1	i	i	i	i	i
Cc1ccc2cc(CN(C(=O)c3ccco3)c3ccccc3)c(=O)[nH]c2c1	i	-2.2	i	i	-5.3	-11.9	i	i	i	5.37*	i
Cc1cc(C)c(NC(=O)C(C)OC(=O)c2cc(Br)c(Br)s2)c(C)c1 (stereo not given)	i	-3.3	i	i	-0.3	-7.4	i	i	i	i	i
CC(=O)OCCN(C)c1cc(SC(C)C)c2nonc2c1[N+](=O)[O-]	i	7.4*	i	i	?	20.6	i	i	i	i	i
COc1ccccc1C/C(N)=N/OC(=O)c1cccc([N+](=O)[O-])c1	i	-10.2	i	i	4.0	-9.0	i	i	i	i	i
CCOC(=O)C(=CNc1ccc(-c2ccco2)c(Cl)c1)C(=O)OCC	i	-18.7	i	i	3.3	18.6	i	i	i	i	i
O=C(NCC1CCCO1)c1cc(-c2ccc(Cl)cc2Cl)on1 (stereo not given)	i	-4.7	i	i	-1.0	-1.3	i	i	i	i	i
O=C(COC(=O)CCc1c[nH]c2ccccc12)NC(c1ccccc1)c1ccccc1	i	-11.5	i	i	11.0	4.7	i	i	i	i	i
CCOC(=O)C1=c2s/c(=C\c3ccncc3)c(=O)n2C(N)=C(C(=O)OC)C1c1ccncc1 (stereo not given)	i	-24.7	i	i	0.3	-0.2	i	i	i	i	i
CCC(C)NC(=O)Cc1ccc(-c2ccccc2)cc1 (stereo not given)	i	-9.0	i	i	-7.9	17.0	i	i	i	i	i
O=C(Nc1ccc2cn[nH]c2c1)c1ccc(S(=O)(=O)N2CCOCC2)cc1	i	-16.9	i	i	0.8	0.5	i	i	i	i	i
COc1ccc(NC2=Nc3cccc4cccc2c34)cc1	i	-2.6	i	i	10.4	-10.1	i	i	i	i	i
Cc1ccc(C)c(N(CC(=O)N(C)C)S(C)(=O)=O)c1	i	-3.3	i	i	-4.7	-3.2	i	i	i	i	i
CC(C)(C)c1ccc(OCCC(=O)Nc2cccc(S(=O)(=O)N3CCCC3)c2)cc1	i	-11.6	8*	i	?	0.9	i	i	i	i	i
O=C(CN1C(=O)NC2(CCc3ccccc32)C1=O)c1ccc(F)c(F)c1 (stereo not given)	i	-6.0	i	i	-0.6	14.9	i	i	i	i	i
CN1CCN(Cc2c(O)c(Cl)cc3c(-c4ccccc4)cc(=O)oc23)CC1	i	-4.5	i	i	-7.5	6.0	i	i	i	i	i
CCn1cc(/C=C/C(=O)Nc2ccn(Cc3c(F)c(F)c(F)c(F)c3F)n2)cn1	i	-7.7	i	i	6.2	1.4	i	i	i	i	i
COc1cc(NC(=O)c2ccc(F)cc2)c(OC)cc1NC(=O)CN1CCCCC1	i	-7.7	i	i	-2.4	-1.4	i	i	i	i	i
Cc1cc(C)cc(OC(=O)COc2ccccc2C)c1	i	-3.0	i	i	1.5	3.8	i	i	i	i	i
CC(C)(C)NC(=O)C(c1ccncc1)N(C(=O)Cn1nnc(-c2ccc(F)cc2)n1)c1ccccc1F (stereo not given)	i	-1.8	i	i	.	-3.5	i	i	.	i	i
C=CCn1c(NCCOC)nc2c1c(=O)n(C)c(=O)n2C	i	-7.7	i	i	4.8	-12.7	i	i	i	i	i
Cc1ccc2nc(-c3ccc(NS(=O)(=O)c4ccccc4)cc3)sc2c1	i	-9.4	i	i	-3.8	8.2	i	i	i	i	i
CCCCc1cc(=O)oc2cc(C)cc(OCC(=O)N3CCC(C(=O)O)(c4ccccc4)CC3)c12	i	-14.7	i	i	-30.1	22.2	i	i	i	i	i

Compounds as they come. About 6.3% of those tested had a hit in this group.
